High-throughput results as filed in PubChem BioAssay.
RORg inh: ROR gamma (mouse) transcription inhibition; Potency, µM (titrated, usually from 53.6 µM), inactives show at the top dose activity change, negative = inhibition, actives largely listed as inhibitors; AID 2551; hit rate 5.4% among 310,000; Drosophila S2 Gal4-RORgamma UAS-luciferase reporter, 20 h; note: % is set by controls: 0 for no effect and ±100 for the full control effect; nearly all actives have a fitted effect of over 60% in size
Target sequence (P51450 whole entry, looked up, the tested form may be a part): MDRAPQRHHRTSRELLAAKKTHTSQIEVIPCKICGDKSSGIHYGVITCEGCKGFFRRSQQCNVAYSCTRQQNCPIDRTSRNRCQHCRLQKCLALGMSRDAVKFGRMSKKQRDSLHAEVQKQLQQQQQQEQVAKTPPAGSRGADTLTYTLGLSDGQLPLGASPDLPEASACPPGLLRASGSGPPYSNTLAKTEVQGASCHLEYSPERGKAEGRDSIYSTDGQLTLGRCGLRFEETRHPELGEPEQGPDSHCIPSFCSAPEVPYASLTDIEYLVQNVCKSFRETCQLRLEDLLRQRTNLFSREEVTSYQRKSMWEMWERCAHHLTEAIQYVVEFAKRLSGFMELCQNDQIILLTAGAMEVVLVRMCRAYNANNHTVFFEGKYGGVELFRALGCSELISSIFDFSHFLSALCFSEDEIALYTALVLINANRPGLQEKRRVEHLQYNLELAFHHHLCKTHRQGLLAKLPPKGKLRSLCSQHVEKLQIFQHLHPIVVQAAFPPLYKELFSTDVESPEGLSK
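Stably transfected Drosophila Schneider cells are the test system, with ROR gamma fused to Gal4 and luciferase under UAS control; luminescence is read after 20 hr of 700 uM copper sulfate induction at ambient temperature.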
NPC1 promoter act: NPC1 promoter activation. Huh7 NPC1 promoter luciferase reporter, 24 h. Potency, µM (doses to about 9.22 µM), without a hit: at the highest dose activation, hits mostly activators. hit rate 2.4% among 320,000;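 note: % of control where 0% means no effect; nearly all actives have a fitted effect of over 60% in size; reporter is driven by a mutant NPC1 promoter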
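Quantitative HTS used a cell-based reporter: Huh7 cells stably bearing the NPC1 promoter upstream of luciferase were treated with compounds for 24 h, and promoter activation was read as luminescence.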
Gal4-VP16 FLuc: Gal4-VP16 reporter inhibition counter-screen. Potency, µM (doses to about 53.6 µM), inactives show at the top dose activity, negative = inhibition, actives largely listed as inhibitors. hit rate 3.5% among 310,000. AID 2546. Drosophila S2 Gal4-VP16 UAS-luciferase, luminescence, 20 h;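 note: Gal4-VP16 expression switched on by copper sulfate through the metallothionein promoter; % is set by controls: 0 for no effect and ±100 for the full control effect; nearly all actives have a fitted effect of over 50% in size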
MBNL1-CUG inh: blocks human MBNL1 binding to CUG repeat RNA | TR-FRET MBNL1-His/biotin-(CUG)12 binding, 665/545 ratio | Potency, µM (titrated, usually from 57.5 µM), for inactives: at the highest dose activity change, negative = inhibition, usual class: inhibitors | hit rate 0.036% among 280,000 | AID 2675; active = well fitted inhibition curve with a large enough effect in the signal ratio, with a control signal flat, not every such curve was filed as active; inconclusive = small, poorly fitted or top-dose-only effect, or effect the other way, or a change in a side signal; inactive = no such curve, though single readings can be large or run the other way; the % refers to the signal ratio; note: % is set by controls: 0 for no effect and ±100 for the full control effect
Target sequence (Q9NR56 whole entry, looked up): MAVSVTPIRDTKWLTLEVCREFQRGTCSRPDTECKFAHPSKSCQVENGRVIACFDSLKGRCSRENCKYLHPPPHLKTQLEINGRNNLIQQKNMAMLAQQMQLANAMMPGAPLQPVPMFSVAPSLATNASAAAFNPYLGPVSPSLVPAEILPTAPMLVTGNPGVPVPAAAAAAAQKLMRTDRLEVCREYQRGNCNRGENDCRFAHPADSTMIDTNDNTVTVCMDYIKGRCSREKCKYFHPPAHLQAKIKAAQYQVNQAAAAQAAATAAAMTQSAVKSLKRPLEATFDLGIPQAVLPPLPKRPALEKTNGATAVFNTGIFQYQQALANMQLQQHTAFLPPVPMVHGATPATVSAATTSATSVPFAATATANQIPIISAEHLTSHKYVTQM
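His-tagged MBNL1 binding to biotinylated (CUG)12 RNA was measured by TR-FRET using terbium anti-His antibody (0.055 ng/ul final) and streptavidin-XL665 (5 nM final). Compounds were titrated 92 nM to 58 uM; 60 min at room temperature.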
p53 reactivator: restores transcriptional activity of mutant p53 | H1299 p53-A138V BP100-luciferase reporter, luminescence, 24 h | Potency, µM (series often up to 92.2 µM), without a hit: at the highest dose activity change, positive = activation, usual class: activators | hit rate 0.063% among 320,000; note: % of control where 0% means no effect; nearly all actives have a fitted effect of over 45% in size
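p53-null H1299 cells stably carrying temperature-sensitive p53-A138V and a BP100-luciferase reporter were pinned with compounds (4-point, 1:5 series) and held 24 hrs at 37 deg C. Luminescence was read 10 min after detection reagent.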
uPA generation: inhibitors of cell surface uPA generation | cell surface uPA generation assay, qHTS | Potency, µM (titrated, usually from 38.3 µM), for the others: at the top dose activity change, negative = inhibition, usual class: inhibitors | hit rate 0.31% among 330,000 | AID 540303; active = well fitted inhibition curve with a large enough effect; inconclusive = small, poorly fitted or top-dose-only effect; inactive = no such curve, though single readings can be large or run the other way; tested in mouse RAW 264.7 cells; note: % is set by controls: 0 for no effect and ±100 for the full control effect; nearly all actives have a fitted effect of over 55% in size
Rab9 promoter act: Rab9 promoter activation; Huh7 Rab9 promoter-luciferase reporter, luminescence, 24 h; Potency, µM (series often up to 9.22 µM), without a hit: at the top dose activation, negative = inhibition, most hits filed as activators; hit rate 2.8% among 320,000; AID 485297; note: % of control where 0% means no effect; nearly all actives have a fitted effect of over 60% in size
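Using Huh7 cells stably transfected with Rab9 promoter–luciferase, compounds were incubated 24 h at 37 °C, 5% CO2; luciferase luminescence was read 10 min after reagent addition.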
BRCA1 expr act: activators of BRCA1 expression; MCF7-BRCA1-FFLuc reporter, luminescence, 48 h; response scale: scaled: vehicle 0%, 10 µM genistein 100%; Potency, µM (titrated, usually from 46.1 µM), without a hit: top-dose activation, actives largely listed as activators; hit rate 1.1% among 380,000; AID 624202; note: nearly all actives have a fitted effect of over 80% in size; some results filed as inactive show a strong effect at the top dose
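First, MCF7-BRCA1-FFLuc cells (2000/well) attach for 2 h; next, compounds are pin-added and incubated 48 h at 37 °C; finally, luciferase reagent is added and luminescence read after 15 min.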
ELG1 genotoxic: induces genotoxicity in HEK293T cells with luciferase-tagged ELG1. Potency, µM (series often up to 46 µM), for inactives: at the highest dose activity change, positive = activation, hits mostly activators. hit rate 1.3% among 330,000. HEK293T ELG1-luciferase reporter, luminescence, 16 h; note: % of control where 0% means no effect; nearly all actives have a fitted effect of over 60% in size
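Reporter readout depends on ELG1 protein level, which increases with genetic stress. After 16 hr compound exposure at 37 °C, luciferase activity was quantified using ONE-Glo.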
FLuc counter: counter-screen for miR-21 project: firefly luciferase inhibitors or activators | P08659 | purified FLuc, Km substrates, luminescence inhibition | Potency, µM (top dose mostly 57.5 µM), without a hit: at the top dose activity change, negative = inhibition, actives largely listed as inhibitors | hit rate 6.9% among 360,000;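 note: plate controls were vehicle for no effect and reference inhibitor for full effect; nearly all actives have a fitted effect of over 55% in size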
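Purified P. pyralis luciferase (10nM final) with 10uM D-luciferin and 10uM ATP (Km levels) in 50mM Tris acetate pH 7.5, 10mM Mg acetate, 0.01% Tween-20, 0.05% BSA; qHTS 6-point titration, ~60 µM downward; luminescence read.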
* marks the source's active call; other numbers are inactive results; u = inconclusive; x = not tested or not shown; [ ] = another dose, or the depositor's remark. Unless noted, calls come from the whole dose curve; as a rule, active = well fitted curve in the direction sought with a large enough effect; inconclusive = small, poorly fitted or top-dose-only effect, or another doubt; inactive = no such curve, though single readings can be large; an effect the other way counts as inactive or inconclusive. Potency is the fitted concentration of half-maximal effect.

Order of results – RORg inh | NPC1 promoter act | Gal4-VP16 FLuc | MBNL1-CUG inh | p53 reactivator | uPA generation | Rab9 promoter act | BRCA1 expr act | ELG1 genotoxic | FLuc counter
CC(=O)OC(C(=O)NC1CCCCC1)c1ccccc1Cl (stereo not given)
→ 19% | -4% | 6% | 0% | 3% | -13% | -2% | 19% | 0% | 5%
Cc1cc(OC(C)C(=O)Nc2ccc(S(=O)(=O)Nc3onc(C)c3C)cc2)cc(C)c1Cl (stereo not given)
→ u | -1% | -12% | -2% | -12% | -11% | -4% | -11% | 5% | 0%
CN1CCN(Cc2ccc(-c3ccc(Cl)cc3)o2)CC1
→ 23% | 8% | -3% | 6% | 23% | x | 17% | 47% | u | u
Cc1cc(C)c(NC(=O)C2CSCCS2)c(C)c1 (stereo not given)
→ 12% | 3% | 3% | -3% | 16% | 0% | -1% | 87% | 6% | -19%
CN1CCN(c2ccc(CNC(=O)c3ccco3)cc2)CC1
→ -11% | -1% | 1% | -7% | 0% | -21% | 1% | 6% | 1% | 0%
Cc1nc(Nc2cccc(O)c2)c2oc3ccccc3c2n1
→ -3% | 15% | -2% | -11% | 6% | 0% | 4% | -8% | -3% | u
COc1ccc(Cl)cc1NC(=O)c1cc(S(=O)(=O)N2CCCC2)cn1C
→ 41% | -1% | 5% | -8% | 5% | 3% | 4% | -8% | -6% | -2%
Cc1ccc(N/N=C(\C#N)C(N)=S)cc1C
→ 2.8µM* | 5% | u | 7% | 12% | -20% | 1% | -23% | -5% | u
O=C(NNc1c(Cl)cccc1Cl)c1cccs1
→ 30% | 1% | -2% | x | 0% | 6% | 4% | 3% | 0% | 6%
Cc1cccc(C)c1NC(=O)CN(C)C(=O)C1CCCCC1
→ x | 1% | x | x | 7% | -4% | -4% | 5% | -1% | 0%
COc1ccc(C(=O)NCC(=O)N/N=C/C(C)=C/c2ccccc2)cc1OC
→ -5% | -7% | -3% | -3%[11.5 µM] | 5% | 3% | 0% | -12% | -1% | 17µM*
O=C(NC(Cc1ccccc1)C(=O)O)/C(=C/c1ccc(Cl)cc1)NC(=O)c1ccco1 (stereo not given)
→ 27% | 3% | -3% | 1% | 0% | -3% | 3% | -19% | -5% | 6%
NS(=O)(=O)c1ccc(CNC(=O)c2ccccn2)cc1
→ 22% | 0% | 5% | 6% | 0% | 1% | -3% | 5% | 1% | 0%
Cc1cccc(NC(=O)COC(=O)c2cccs2)c1C
→ -43% | 1% | -14% | -1% | 5% | -1% | 8% | -9% | 0% | -3%
Nc1c(/C=C2/C=CC(=O)C(O)=C2)c(=O)nc2sc(CC(=O)N3CCCC3)nn12
→ -22% | 3% | -5% | u | 6% | u | 0% | 1% | 0% | -9%
CCn1c(CNC(=O)c2ccccc2F)cc2ccccc21
→ 3% | 16% | 26% | 23% | x | 4% | 8% | 25% | 5% | -13%
CCOC(=O)C/C(C)=N\Nc1nc(-c2ccccc2)cs1
→ -45% | 2% | -10% | -1% | 5% | 9% | -2% | -2% | -5% | u
O=C(CSc1cn(CCNC(=O)c2cccs2)c2ccccc12)NC1CCCCC1
→ 12% | -3% | -5% | 3% | -3% | -5% | 1% | -29% | -30% | 1%
CC12CC3CC(C)(C1)CC(CN1CCOCC1)(C3)C2
→ 1% | 3% | 0% | -1% | -14% | 12% | 14% | -19% | 2% | -5%
CC(C)NC(=O)N(C)C[C@H]1Oc2ccc(NC(=O)Nc3ccc(C(F)(F)F)cc3)cc2C(=O)N([C@H](C)CO)C[C@@H]1C
→ x | x | x | x | 8% | 7% | x | -6% | 2% | x
CC(=NCCc1c(C)[nH]c2ccc(C)cc12)C1=C(O)CC(c2ccccc2)CC1=O (stereo not given)
→ 37% | -24% | 1% | x | 1% | -6% | -21% | -77% | -4% | 5%
CC(C)c1ccc(C2NC(=S)NC3=C2C(=O)CC(C)(C)C3)cc1 (stereo not given)
→ u | -1% | u | 9% | -6% | 2% | -2% | -4% | 1% | 2%
Cc1cc(NC(=O)CSC2=NCCS2)no1
→ -35% | -5% | 8% | -11% | u | -2% | -3% | 7% | 0% | 5%
NS(=O)(=O)c1ccc(CCNC(=O)c2cncc(Br)c2)cc1
→ -12% | 0% | -2% | -3% | -5% | 3% | 1% | 14% | -9% | 1%
Cc1ccc(CNC(=O)c2ccccc2N(C)S(C)(=O)=O)cc1
→ -2% | -2% | -13% | 0% | 13% | -1% | -2% | -6% | -3% | -2%
CC(=O)Oc1ccccc1N1C(=O)c2ccc(C(=O)O)cc2C1=O
→ 4% | -3% | 1% | u | -2% | x | -2% | 1% | -1% | 0%
c1ccc(-c2onc3cc4c(cc23)OCCO4)cc1
→ u | u | 12% | u | u | -4% | 3.2µM* | u | u | -10%[2.3 µM]
COCCN(C(=O)Cn1nnc2ccccc21)C(C(=O)NC1CCCC1)c1ccc(OC)cc1OC (stereo not given)
→ 35% | 1% | -8% | 2% | 1% | 0% | 1% | 6% | -1% | 3%
C=CCn1c(N)cc(=O)nc1SCC(=O)Nc1cccc2ccccc12
→ -7% | -5% | -14% | 5% | -3% | 2% | -6% | -26% | 0% | -1%
COc1ccccc1C(=O)NC1CC2CCC(C1)N2Cc1ccccc1 (stereo not given)
→ -2% | 1% | -4% | 1% | -6% | -5% | 0% | -19% | -1% | -1%
CC(=O)NCCC(=O)Nc1cccc(S(=O)(=O)N(C)c2ccccc2)c1
→ 26% | -1% | -9% | -4% | -11% | 2% | 0% | -6% | 1% | -1%
CCCC(=O)Oc1ccc(C2NC(=O)c3ccccc3O2)cc1 (stereo not given)
→ -24% | 8% | -3% | 1% | x | -1% | 2% | -6% | 1% | 3%
CN(C)S(=O)(=O)N(CC(=O)N1CCC(Cc2ccccc2)CC1)c1ccccc1
→ u | -5% | 0% | -5% | -4% | -2% | -7% | -27% | -15% | 4%
CC(=O)c1ccc(N2CCN(C(=O)c3ccco3)CC2)c(F)c1
→ -10% | u | u | 2% | x | 0% | u | u | u | -23%
COc1ccc(C2CC(c3cccc(OC)c3)n3nc(N)nc3N2)cc1 (stereo not given)
→ 31% | -1% | -2% | 5% | 2% | 5% | -2% | 2% | 2% | -1%
CC(=O)C1=C(c2ccccc2)N(C(C)=O)n2c(C)nnc2S1
→ 11µM* | -4% | 18µM* | 4% | 8% | u | 17% | 18% | -8% | -2%
CCOc1ccc(C(=O)NCC(=O)NNC(=O)C2COc3ccccc3O2)cc1OCC (stereo not given)
→ x | 1% | x | x | 3% | -3% | -9% | 1% | 2% | 0%
CS(=O)(=O)c1ccc(Cl)c(NC(=O)C2CCCN(C(=O)c3ccc(Cl)cc3)C2)c1 (stereo not given)
→ x | -3% | x | x | -3% | -3% | 3% | -1% | 0% | -2%
CCC(=O)NNc1nc2c(F)cccc2s1
→ -20% | -4% | -1% | 7% | 1% | 6% | -5% | -1% | 1% | -2%
COCCCNC(=O)CS(=O)Cc1nc(-c2cccc(OC)c2)oc1C (stereo not given)
→ 7% | 2% | -6% | 6% | 13% | 4% | 0% | 0%[1.84 µM] | 2% | 2%
Cc1snc(S(=O)(=O)/C(C#N)=N\Nc2ccccc2)c1C#N
→ u | x | 19% | 4% | x | -1% | x | -40% | x | 3%
Cc1cccc(C(=O)O/N=C2\CCS(=O)(=O)c3sccc32)c1
→ 18% | 4% | -8% | -9% | 2% | -2% | 3% | 0% | 0% | 3.4µM*
CCc1ccc(NC(=O)CSCCO)cc1
→ -1% | -2% | 0% | -4%[11.5 µM] | u | 2% | 5% | 71% | -1% | u
CC(=O)N1CCSc2ccc(S(=O)(=O)NCc3ccc(F)cc3)cc21
→ -12% | -2% | -13% | -1% | 12% | 1% | 0% | -3% | -3% | 1%
O=C(CSc1nc(=O)n2cc(Cl)ccc2n1)Nc1cccc2ccccc12
→ x | -1% | x | x | -5% | -16% | -1% | -29% | -1% | 12%
O=C(/C=C/c1ccc2c(c1)OCO2)Nc1nc(-c2ccc(F)cc2F)cs1
→ -35% | -7% | u | 9% | -6% | x | -12% | x | 8% | 1%
N#Cc1ccccc1S(=O)(=O)N1CCN(C(=O)c2cn(-c3ccccc3)nc2-c2cccnc2)CC1
→ x | -3% | x | x | 4% | -30% | 18% | -2% | 3% | u
CCCN(c1ccc(C)cc1)c1nc(=O)c2cccnc2s1
→ 1% | -1% | 3% | -15% | -1% | -5% | -2% | -30% | 1% | 2%
CN(Cc1ccccc1)C(=O)c1ncn(Cc2ccccc2)c1C(=O)N(C)Cc1ccccc1
→ x | -1% | x | x | 3% | 13% | -1% | 0% | -6% | 1%
Cn1c(=O)c2c(ncn2CC(=O)Nc2ccc(N3CCOCC3)cc2)n(C)c1=O
→ -25% | x | 6% | 8% | x | 2% | x | -2% | x | -2%
CCn1c(CNC(=O)c2ccco2)nnc1SCC(=O)Nc1cc(F)ccc1C
→ 1% | -5% | 6% | -2% | 8% | 1% | 3% | 3% | 0% | 1%
CN(C)S(=O)(=O)c1ccc(NC(=O)CN2CCOCC2)cc1
→ -23% | -1% | 6% | 2% | -1% | 7% | 1% | 1% | 2% | -1%
CCOC(=O)C(C)Sc1ncc(OC)c(Sc2ccc(Cl)cc2)n1 (stereo not given)
→ -1% | -1% | 2% | -3% | -4% | x | 0% | -14% | -3% | 1%
O=C(c1ccc(N2CCCCCC2)c([N+](=O)[O-])c1)N1CCc2ccccc21
→ 21% | -3% | -6% | x | 12% | x | 3% | x | -2% | -5%
